BaF3 parental: parental Ba/F3 cell viability inhibition, counter-screen for JAK2V617F inhibitor project, murine pro-B, CellTiter-Glo luminescence | CellTiter-Glo ATP luminescence | inhibition, % at 5.6 µM | 220,000 tested, 1.1% active;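 active = inhibition above a per-campaign cutoff, the mean inhibition of all tested compounds plus 3 SD, cut at about 27% in these data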;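 note: 0% = DMSO wells and 100% = JAK Inhibitor I control wells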
TRPN1 ag: zebrafish TRPN1 channel agonists, primary screen, cell-based, HEK293, calcium fluorescence; transient receptor potential cation channel N1 (TRPN1/NompC), Danio rerio; 220,000 tested, 0.18% active; activation, % at 3 µM; HEK293 zebrafish TRPN1-YFP, Fluo-8 calcium fluorescence; 100% = response to 87 µM carbachol;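 active = activation above its plate's cutoff, the mean activation of test wells on that plate plus 3 SD, cut at about 19% in these data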;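 note: 0% = DMSO alone and 100% = 87 µM carbachol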
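Material: zebrafish TRPN1-YFP in HEK293 cells; Doses: single test compound dose, 3 µM nominal, 0.3% DMSO; Timing: dye loading 1 h at 37 °C, then 30 min room temperature; Technique: intracellular calcium fluorescence with Fluo-8; Benchmarks: high carbachol 87 µM, low DMSO alone.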
S1P4 agonist: S1P4 receptor agonists, primary screen, cell-based. 220,000 tested, 0.35% active. activation, % at 4.98 µM. S1P4-expressing cell line, agonist reporter assay. Sphingosine 1-phosphate receptor 4 (Homo sapiens), O95977. AID 1509, 2009; in the data active = activation above about 11%;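 note: 0% = DMSO vehicle and 100% = reference agonist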
TRPML3 ag: human TRPML3 channel agonists, primary screen, cell-based, HEK293 TRPML3-YFP, Fluo-8 calcium fluorescence, 3 µM. activation, % at 3 µM. 100% = the carbachol control signal. 220,000 tested, 0.29% active. AID 1448, 2008. Mucolipin-3 (Homo sapiens), Q8TDD5;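 active = activation above its plate's cutoff, the mean activation of the plate's test wells plus 3 SD, cut at about 12% in these data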;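 note: 0% = DMSO only wells and 100% = carbachol wells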
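Test system – HEK293 line with stable expression of human TRPML3-YFP channel · Control set – carbachol 87 µM final as high control (100%), DMSO as low control (0%) · Signal – Fluo-8 calcium dye fluorescence, ex 470-495, em 515-575 nm · Incubation – 1-h 37 °C dye load, 5-s basal, 120-s post-compound reads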
S1P4 antagonist: S1P4 receptor antagonists, primary screen, cell-based; Sphingosine 1-phosphate receptor 4 (Homo sapiens), O95977; S1P4-expressing cells, antagonist mode, reporter read-out; inhibition, % at 4.98 µM; 220,000 tested, 0.26% active; in the data active = inhibition above about 29%;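 note: 0% = wells stimulated with agonist and 100% = vehicle wells without agonist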
PERK inhibitor: block of dimerizer-induced PERK translation repression, primary screen, PERK inhibitor project, CHO PERK-DD cells, SEAP luminescence, HTS. CHO PERK-DD fusion, SEAP luminescence translation reporter. inhibition, % at 5.6 µM. 220,000 tested, 0.17% active;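 active = inhibition above the mean inhibition of all tested compounds plus 3 SD, set separately per screening campaign, cut at about 2.9% in these data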;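 note: PERK kinase domain activated by AP20187 dimerizer at 100 nM; 0% = DMSO with dimerizer and 100% = rapamycin at 8.4 µM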
Target sequence (Q9NZJ5 whole entry, looked up, the tested form may be a part): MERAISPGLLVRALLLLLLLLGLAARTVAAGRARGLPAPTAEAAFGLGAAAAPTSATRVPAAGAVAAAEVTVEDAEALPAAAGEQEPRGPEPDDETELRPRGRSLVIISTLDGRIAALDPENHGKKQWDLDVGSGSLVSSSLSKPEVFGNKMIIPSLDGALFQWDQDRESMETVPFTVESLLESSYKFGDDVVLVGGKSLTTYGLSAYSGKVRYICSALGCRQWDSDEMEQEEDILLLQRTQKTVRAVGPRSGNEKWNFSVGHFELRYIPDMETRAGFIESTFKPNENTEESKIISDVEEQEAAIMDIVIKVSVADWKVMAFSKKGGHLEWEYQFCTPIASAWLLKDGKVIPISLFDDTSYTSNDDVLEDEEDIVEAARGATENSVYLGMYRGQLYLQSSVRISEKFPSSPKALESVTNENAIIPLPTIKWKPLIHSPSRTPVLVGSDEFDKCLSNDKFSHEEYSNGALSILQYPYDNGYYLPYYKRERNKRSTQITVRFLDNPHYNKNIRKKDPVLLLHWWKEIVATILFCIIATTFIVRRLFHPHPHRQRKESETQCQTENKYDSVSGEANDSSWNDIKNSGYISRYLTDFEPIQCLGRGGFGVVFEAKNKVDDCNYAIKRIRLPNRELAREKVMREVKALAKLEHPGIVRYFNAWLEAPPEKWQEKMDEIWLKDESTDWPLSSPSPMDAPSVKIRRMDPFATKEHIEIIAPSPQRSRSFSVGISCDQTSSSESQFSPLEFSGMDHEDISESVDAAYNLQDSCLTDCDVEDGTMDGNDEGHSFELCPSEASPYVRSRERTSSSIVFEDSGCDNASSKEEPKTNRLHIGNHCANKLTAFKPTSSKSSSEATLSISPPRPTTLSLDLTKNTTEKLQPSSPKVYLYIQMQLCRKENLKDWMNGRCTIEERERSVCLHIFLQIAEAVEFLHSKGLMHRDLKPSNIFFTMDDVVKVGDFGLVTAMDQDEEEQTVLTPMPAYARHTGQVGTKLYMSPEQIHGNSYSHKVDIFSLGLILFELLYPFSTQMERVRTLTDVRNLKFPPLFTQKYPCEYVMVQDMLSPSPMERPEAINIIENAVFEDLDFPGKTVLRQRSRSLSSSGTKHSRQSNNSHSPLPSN
Ba/F3 V617F tox: reduced viability of JAK2V617F-dependent Ba/F3 cells, primary screen, JAK2V617F inhibitor project, cell-based, Ba/F3 EpoR-JAK2V617F, luminescence; ATP luminescence; inhibition, % at 5.6 µM; 220,000 tested, 1.1% active; AID 1446, 2008;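 active = inhibition above the campaign mean plus 3 SD over all tested compounds, cut at about 24% in these data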;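 note: cytokine-independent growth of Ba/F3 cells driven by EpoR plus mutant JAK2; 0% = DMSO-treated cells and 100% = JAK inhibitor I control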
Calpain2 inh: inhibitors of pig calpain II, primary screen, biochemical, fluorogenic peptide substrate, 1536-well | purified calpain II, 30 min | inhibition, % at 16 µM | 220,000 tested, 0.37% active;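 active = inhibition above about 50%, limit read from the data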
EP2 mod: EP2 receptor modulators, cAMP readout, primary screen, cell-based, HTRF cAMP, PGE2 stimulation; Prostaglandin E2 receptor EP2 subtype (Homo sapiens), P43116; EP2-expressing cells, cAMP HTRF FRET, PGE2 co-stimulation; induction, % at 25 µM; 260,000 tested, 0.83% active;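 active = compounds whose cAMP rise, as percent of the full-agonist control response, exceeds 60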;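 note: rat C6 glioma line stably carrying human EP2 under a CMV promoter; the protocol text gives 20 µM as final concentration; 100% = response of wells given 1 µM PGE2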
Active calls of the source: *. Rows were taken by chance; any-hit rate near 3.6%.

SMILES | BaF3 parental | TRPN1 ag | S1P4 agonist | TRPML3 ag | S1P4 antagonist | PERK inhibitor | Ba/F3 V617F tox | Calpain2 inh | EP2 mod
COc1ccc(N(CC(=O)NCc2ccccc2)S(C)(=O)=O)cc1 | 0 | -2.8 | 1.4 | 0.7 | -13 | 0.6 | -1 | -12 | 25
COc1ccc(NCC(=O)n2c(C)c(C)c3ccccc32)cc1OC | -6 | -1.1 | -2.0 | 0.5 | 9 | 0.8 | -2 | 14 | -25
CCn1c(SCC(=O)Nc2nc(-c3ccccc3)cs2)nc2c1c(=O)n(C)c(=O)n2C | -1 | 0.7 | 1.2 | -0.1 | -20 | 0.6 | -3 | 1 | -22
Cc1ccc2sc3ccc(NC(=O)c4ccccc4Cl)cc3c(=O)c2c1 | 1 | 1.2 | 0.0 | 0.8 | -2 | -0.1 | -1 | -299 | -17
CCC1CSC(Nc2ccc(C(=O)/C=C/c3ccc(OC)c(OC)c3)cc2)=N1 (configuration not stated) | 9 | 1.2 | 0.0 | -0.5 | -8 | -2.3 | 6 | 4 | -54
COC(=O)C1=C(C)Nc2c(c(=O)n(C)c(=O)n2C)C1c1ccc(Cl)cc1 (configuration not stated) | -1 | 0.6 | 1.0 | 1.1 | -18 | 1.3 | -2 | -13 | 14
CC1CCN(CC(=O)NCc2ccccc2)CC1 | 2 | 1.1 | -1.0 | 0.9 | -4 | 0.3 | 1 | -26 | -19
c1ccc2oc(NC3=NCN(CC4CCCO4)CN3)nc2c1 (configuration not stated) | 0 | 1.1 | 2.8 | 0.6 | -9 | -0.6 | -2 | -33 | 7
CCN(CC)C(=O)CN(C#N)c1nc(Cl)nc(N(C)C)n1 | 2 | 1.3 | -1.9 | 0.9 | 42* | 0.5 | 2 | -3 | 14
O/C(=C\c1ccc2ccccc2n1)c1ccc(O)cc1O | 9 | 9.2 | 0.3 | 4.2 | -8 | 1.0 | 3 | 3 | 12
Cc1cccc(NC(=S)N(CCCN2CCCC2)Cc2cccn2Cc2ccc(Cl)cc2)c1 | 17 | 0.4 | 0.0 | -0.1 | 15 | 0.9 | 17 | 25 | -33
CCN1C(=S)SC(=O)C1=C1C=C(C)N(CCO)C(C)=C1 | 1 | 2.7 | 0.0 | 2.1 | -10 | -0.1 | 2 | -14 | -2
CC1CCCN(C(=O)C(Cc2ccccc2)n2cccc2)C1 (configuration not stated) | 4 | -0.8 | -1.9 | -0.9 | -24 | 0.5 | 1 | 9 | 22
Cc1cccc(-c2noc(CN(C)S(=O)(=O)c3cc(Cl)ccc3Cl)n2)c1 | 3 | -1.0 | 0.5 | 1.2 | 13 | -0.7 | 0 | 19 | 3
CCn1c(CNC(=O)COc2ccc(C(C)C)cc2)nnc1SCC(=O)Nc1ccccc1 | 1 | -0.6 | -3.4 | 0.0 | -9 | -1.2 | -3 | 4 | -19
N#Cc1cc(-c2ccccc2)nc(Oc2ccc(Cl)cc2)n1 | 7 | 1.4 | -1.5 | 1.1 | -15 | 1.2 | 0 | -37 | 16
CCC(C)NS(=O)(=O)c1ccc(OCC(=O)NCc2ccco2)cc1 (configuration not stated) | 1 | 0.9 | -0.8 | 0.8 | -4 | 0.8 | -3 | 6 | 10
Cc1nn(C)c(C)c1S(=O)(=O)N1CCC(CO)(CC2CCCCO2)CC1 (configuration not stated) | -1 | 1.4 | -0.7 | -0.1 | -3 | -0.7 | -2 | -2 | 31
CCN1C(=O)/C(=C/c2nc3ccccc3c(=O)[nH]2)c2ccccc21 | 2 | -0.3 | 1.5 | 0.2 | -12 | 0.1 | 0 | -15 | -12
Nc1nc2n(n1)C(c1ccco1)CC(c1ccc(F)cc1)N2 (configuration not stated) | -4 | 0.4 | 5.2 | 0.3 | -21 | 1.2 | -5 | 12 | 11

Just S1P4 agonist, TRPN1 ag and S1P4 antagonist (three entries from above):
mol	S1P4 agonist	TRPN1 ag	S1P4 antagonist
N#Cc1cc(-c2ccccc2)nc(Oc2ccc(Cl)cc2)n1	-1.5	1.4	-15
CCN1C(=O)/C(=C/c2nc3ccccc3c(=O)[nH]2)c2ccccc21	1.5	-0.3	-12
CCn1c(CNC(=O)COc2ccc(C(C)C)cc2)nnc1SCC(=O)Nc1ccccc1	-3.4	-0.6	-9

Following part.
SMILES | BaF3 parental | TRPN1 ag | S1P4 agonist | TRPML3 ag | S1P4 antagonist | PERK inhibitor | Ba/F3 V617F tox | Calpain2 inh | EP2 mod
O=C(O)CCn1c2c(c3ccccc31)CCCC2 | 10 | -0.7 | 1.6 | 0.5 | 6 | 0.9 | 6 | -25 | -1
Cc1cc(=O)[nH]c(N/N=C/c2cc(C)n(-c3ccccc3)c2C)n1 | -5 | 1.2 | -0.6 | 0.1 | -7 | -0.5 | -4 | -32 | -10
O=c1c2ccccc2n(Cc2ccccc2F)c(=O)n1Cc1ccccc1F | 1 | -1.2 | 0.8 | -0.3 | -10 | -0.4 | -1 | 20 | 33
Cc1nnc(SCc2cc(=O)oc3ccc4ccccc4c23)n1Cc1ccccc1 | 9 | -1.6 | 0.6 | -0.1 | 4 | -0.3 | 0 | -25 | -5
COc1ccc(C(=O)Nc2ccc3c(c2)nc2n3CCSC2)cc1 | -2 | 1.8 | 4.2 | 0.4 | -9 | 0.1 | -2 | -66 | 2
COCCn1c(SCC(=O)Nc2cc(C)on2)nc2c(c1=O)SC(C)C2 (configuration not stated) | -1 | 1.9 | 0.5 | 0.4 | 8 | -1.5 | 1 | -7 | 29
Cn1c(CO)cnc1S(=O)(=O)Cc1ccc([N+](=O)[O-])cc1 | 1 | -1.0 | 0.2 | -0.1 | -20 | -1.3 | 1 | 16 | 31
COc1ccc(NC(=O)CSCC(=O)NCCc2ccccn2)cc1 | -3 | -1.8 | 1.1 | 0.0 | -4 | 1.1 | -6 | 8 | -5
COc1cc(C(=O)Nc2nc3ccccc3[nH]2)cc(OC)c1OC | 3 | 0.1 | 2.3 | -0.2 | -30 | -1.6 | 4 | 1 | 4
O=C(O)Cc1sc(NCc2ccco2)nc1-c1ccccc1 | 2 | 0.5 | 0.1 | 1.0 | 7 | 0.7 | -7 | -3 | -2
CCOC(=O)C1CCCN(C(=O)COc2ccccc2F)C1 (configuration not stated) | 4 | -0.8 | 2.0 | 1.4 | -8 | 0.7 | 4 | 13 | 7
NNc1nc(-c2ccccc2)cs1 | 8 | 0.2 | -0.1 | 0.7 | -21 | -0.2 | -1 | -20 | 8
O=C(NCC#CCOCc1ccccc1)c1ccccc1 | 3 | 0.5 | 1.2 | -0.9 | 6 | 0.1 | -1 | -24 | 1
Cc1cccnc1CCNC(=O)CCc1nnc(-c2ccccc2)o1 | 9 | 0.5 | 1.4 | -0.1 | -3 | 1.6 | -1 | -10 | -3
O=C(CCCOc1ccc(Cl)cc1Cl)Nc1ccccc1C(=O)O | 4 | -0.1 | -0.3 | 0.4 | 8 | 0.8 | -2 | 3 | -43
CCOCCCNC(=O)c1c[nH]c2c(CC)cccc2c1=O | 5 | 0.9 | -0.8 | 0.5 | 5 | 0.8 | -5 | -26 | -60
C/C(=N\NC(=O)C(N)=O)c1ccc(OC(F)F)cc1 | 2 | -0.9 | 1.4 | 0.8 | 1 | 0.2 | -2 | -8 | 16
CCN(CC)S(=O)(=O)c1ccc(NC(=O)COC(=O)c2cnc(C)cn2)cc1 | 10 | -0.3 | 1.3 | 0.7 | -9 | 0.8 | 3 | -15 | -3
CC(=O)N1N=C(c2ccc(Cl)cc2)OC1(C)C | 6 | 1.7 | 0.2 | 0.1 | -7 | 0.7 | 4 | -73 | 20
c1ccc(Cc2nnc3sc(-c4cccnc4)nn23)cc1 | 4 | -0.7 | 0.0 | -0.5 | -14 | -0.1 | 0 | -21 | 7
Cc1nn(Cc2ccc(Cl)c(Cl)c2)c(C)c1NC(=O)c1cc(CC(C)C)on1 | 2 | -1.7 | 0.1 | 0.5 | -4 | -1.7 | -3 | 18 | -14
Cc1nc2c(cnn2-c2ccccc2)c(=O)n1/N=C/c1ccccc1 | -3 | 1.5 | 1.5 | -0.4 | -12 | -0.1 | 1 | 1 | 25
COc1cc(COCC(O)CN2CCN(Cc3ccccc3)CC2)cc(OC)c1OC (configuration not stated) | 0 | -0.5 | 1.2 | 2.4 | -20 | -0.1 | -2 | -12 | 20
Cc1nc2sc(C(c3cccs3)N3CCC(C(N)=O)CC3)c(O)n2n1 (configuration not stated) | 0 | 0.8 | -2.4 | 0.2 | 0 | -0.2 | 4 | -37 | -7
COc1ccc(OC)c2c(C)cc(C)nc12 | 0 | 0.6 | 1.8 | 1.7 | 2 | -0.1 | -2 | 13 | -8
O=C(N[C@@H](Cc1ccccc1)C(=O)O)c1cccnc1 | 3 | 0.8 | -0.5 | 0.0 | 3 | 1.2 | 0 | -2 | 15
CC(C)c1ccc(/C=C/C(=O)Nc2ccc(CN3CCOCC3)cc2)cc1 | 1 | 10 | -0.2 | 3.7 | -10 | 0.1 | -1 | -24 | -50
CCOC(=O)C(C)Oc1ccc(OCc2ccccc2)cc1 (configuration not stated) | 9 | -0.3 | -0.1 | -1.1 | 3 | 0.2 | 2 | 46 | 5
CC1CCN(CC(O)COC2CCC(C(C)(C)C)CC2)CC1 (configuration not stated) | 13 | 0.7 | -1.2 | 1.1 | -3 | -0.4 | 10 | 5 | 9
Cc1nc2ccc(Nc3nc4cc(S(=O)(=O)N5CCOCC5)ccc4o3)cc2s1 | 6 | 3.2 | 0.6 | 0.8 | -17 | -1.0 | 1 | -99 | -14
CCCOc1ccc(CNC(=O)Cn2c(=O)oc3ccccc32)cc1 | 1 | 0.0 | 1.1 | 0.2 | -14 | -0.4 | 2 | 22 | 12
O=C(Nc1ccccc1-c1ccccc1)C1CCC1 | 8 | -0.1 | -0.3 | 0.1 | 10 | 0.6 | -2 | -26 | 38
CC(=O)Nc1ccc(N=C(C2=C(O)c3ccccc3C2=O)c2ccccc2)cc1 | -2 | -1.5 | 0.0 | -0.4 | -1 | 0.4 | -2 | -3 | -25
O=C(c1ccccc1F)N1CCN(c2cccc(C(F)(F)F)c2)CC1 | 6 | 1.0 | 1.7 | 0.3 | -15 | -0.6 | 6 | -3 | -7
CCCCC(CCC(=O)O)(C(=O)OCC)c1csc(Nc2ccccc2)n1 (configuration not stated) | 3 | -1.1 | 0.1 | 0.2 | 10 | 0.8 | -4 | -33 | 10
CCOC(=O)CSc1nc2ccccc2n1C(=O)OCC | 5 | -0.5 | 1.1 | 0.0 | 0 | 0.5 | 4 | 1 | 9

Bioassay records from PubChem.
